HIF activator: HIF pathway transcriptional activators, primary screen, cell-based, U2OS HRE-luciferase, luminescence; U2OS HRE-luciferase reporter; normalized: DMSO 0%, desferrioxamine 100%; activation, % at 7.5 µM (by protocol); 0.32% of 300,000 active; AID 1910, 2009;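 active = mean activation of at least 10% of the iron chelator positive control signal, with at least half of replicates also reaching 10%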
TRPC6 act: mouse TRPC6 channel activators, primary screen, cell-based, HEK293, membrane potential dye; Short transient receptor potential channel 6 (Mus musculus), Q61143; HEK293-TRPC6 membrane potential dye fluorescence; stronger effect = higher value; B-score at 10 µM; 0.13% of 310,000 active; AID 2550, 2010;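 active = B-score of the integrated fluorescence ratio above library mean plus 3 SD, and starting fluorescence ratio within library mean plus 5 SD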;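 also: higher score means more depolarization so channel activation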
Target sequence (Q61143 whole entry, looked up): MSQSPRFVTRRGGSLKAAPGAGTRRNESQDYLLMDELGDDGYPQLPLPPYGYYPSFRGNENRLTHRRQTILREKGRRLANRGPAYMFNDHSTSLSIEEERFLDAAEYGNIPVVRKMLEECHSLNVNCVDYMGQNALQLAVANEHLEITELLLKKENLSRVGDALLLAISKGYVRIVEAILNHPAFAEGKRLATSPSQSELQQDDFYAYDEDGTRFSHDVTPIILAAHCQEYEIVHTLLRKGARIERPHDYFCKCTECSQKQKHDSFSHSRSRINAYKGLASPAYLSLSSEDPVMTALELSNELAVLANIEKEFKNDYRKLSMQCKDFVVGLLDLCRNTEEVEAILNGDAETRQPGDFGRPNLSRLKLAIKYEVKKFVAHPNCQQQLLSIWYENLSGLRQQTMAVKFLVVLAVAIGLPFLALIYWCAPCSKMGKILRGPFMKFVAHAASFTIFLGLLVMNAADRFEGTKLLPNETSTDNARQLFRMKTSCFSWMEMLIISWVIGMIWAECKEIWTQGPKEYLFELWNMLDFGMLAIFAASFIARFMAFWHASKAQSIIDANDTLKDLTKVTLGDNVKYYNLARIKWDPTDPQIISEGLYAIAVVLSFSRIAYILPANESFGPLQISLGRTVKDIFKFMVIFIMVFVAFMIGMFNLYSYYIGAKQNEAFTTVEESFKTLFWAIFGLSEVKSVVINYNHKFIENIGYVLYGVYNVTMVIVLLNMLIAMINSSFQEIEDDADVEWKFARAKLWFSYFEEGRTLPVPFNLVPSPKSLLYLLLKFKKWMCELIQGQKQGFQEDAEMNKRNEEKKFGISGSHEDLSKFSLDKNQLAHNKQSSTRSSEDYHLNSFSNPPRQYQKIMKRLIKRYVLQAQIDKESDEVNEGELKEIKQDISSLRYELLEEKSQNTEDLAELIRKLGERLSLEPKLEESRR
MrgX1 antagonist: antagonists of human MrgX1 receptor, primary screen, HEK293 cells, Fluo-4 calcium flux | Mas-related G-protein coupled receptor member X1 (Homo sapiens), Q96LB2 | BAM8-22 antagonism; stronger effect = lower value | B-score at 10 µM | 1.3% of 310,000 active;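 active = calcium-response B-score plate-corrected more than 3 library SD below zero, starting fluorescence within 5 deviations, no agonist response on first addition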;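 also: peak minus trough fluorescence over baseline after final BAM8-22 challenge near maximal dose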
MrgX1 ag: agonists of human MrgX1 receptor, primary screen, HEK293 cells, Fluo-4 calcium flux | Mas-related G-protein coupled receptor member X1 (Homo sapiens), Q96LB2 | Fluo-4 calcium fluorescence, agonist mode; stronger effect = higher value | B-score at 10 µM | 0.44% of 310,000 active;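 active = calcium response B-score plate-corrected fluorescence ratio at least 3 library SD, with starting fluorescence B-score inside 5 SD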
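Material: MrgX1-expressing HEK293 cells / Dosing: compound as first of three additions / Incubation: overnight seeding, then 1 h dark dye loading / Signal: Fluo-4 NW calcium fluorescence / Evaluation: B-scored fluorescence response ratio / Benchmarks: positive and negative control wells on each plate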
AI-2 QS mod: Vibrio harveyi AI-2 quorum sensing modulators, primary screen, JMH597 strain, luminescence/OD600 ratio | Vibrio harveyi JMH597 AI-2 luminescence/OD600 ratio, 9 h; stronger effect = lower value; strain lacks LuxN and CqsS sensors; 0 = neutral-control median | activity change, % at 7.5 µM | 0.4% of 300,000 active | AID 2094, 2009; in the data active = activity change below about -75%, passing the limit was not always enough;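 also: luminescence divided by OD600 gain over 9 h not by final OD600 alone; inactives centre near 13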
TRPC4 PAM: positive allosteric modulators of TRPC4, primary screen, cell-based, mouse TRPC4beta, HEK293 mu-opioid, Fluo-4 calcium; Short transient receptor potential channel 4 (Mus musculus), Q9QUQ5; DAMGO EC20, Fluo-4 Ca2+ flux; stronger effect = higher value; B-score at 10 µM; 0.42% of 310,000 active;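 active = B-score of calcium response area above 5 SD of library B-scores, with initial fluorescence ratio within 5 SD of library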;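 also: B-score of integrated fluorescence ratio over time as area under calcium response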
MrgX1 allo act: positive allosteric modulators of MrgX1, primary screen, HEK293 cells, Fluo-4 calcium flux | Mas-related G-protein coupled receptor member X1 (Homo sapiens), Q96LB2 | FDSS; stronger effect = higher value | B-score at 10 µM | 0.63% of 310,000 active;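 active = plate-corrected calcium response at least 3 library SD above typical, normal starting fluorescence, not activating the receptor alone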;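 also: compound read alongside a low EC10 to EC30 dose of BAM8-22 agonist; peak minus trough fluorescence over baseline measured at the second addition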
PolyA inh: polyadenylation inhibitors in yeast reporter cells, primary screen, luminescence, S. cerevisiae | S. cerevisiae SKY197-pL101 polyadenylation reporter, beta-gal luminescence; efflux-impaired pdr1/pdr3 knockout yeast; score 100 = 6 SD above DMSO | calls only at 12 µM | 0.02% of 300,000 active | AID 1875, 2009;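 active = lowest replicate activity score at least 50, where 100 means six control SD above control mean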;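 also: yeast exposed to compound for 9 h at 30 °C; higher score means more reporter readthrough which indicates perturbed polyadenylation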
TRPC4 act: activators of mouse TRPC4 channel, primary screen, Fluo4 calcium, HEK293 TRPC4beta/mu-opioid cells | Short transient receptor potential channel 4 (Mus musculus), Q9QUQ5 | Fluo4 calcium fluorescence; stronger effect = higher value | B-score at 10 µM | 0.49% of 310,000 active | AID 2237, 2010;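 active = B-score above 5 SD of library B-scores, and initial fluorescence ratio not above library mean plus 5 SD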;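 also: positive B-score marks a calcium rise read as TRPC4 activation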
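system = HEK293 cells stably co-expressing mouse TRPC4beta and mu-opioid receptor | schedule = Fluo4 dye loading 45 min at room temperature, 110 s recording | measure = B-scored integrated calcium fluorescence ratio | signal = Fluo4 calcium-sensitive dye fluorescence, kinetic, 1 Hz baseline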
TRPC4 block: inhibitors of mouse TRPC4 channel, primary screen, Fluo4 calcium, HEK293 TRPC4beta/mu-opioid cells; Short transient receptor potential channel 4 (Mus musculus), Q9QUQ5; DAMGO-evoked Fluo4 calcium flux; stronger effect = lower value; B-score at 10 µM; 0.39% of 300,000 active; AID 2247, 2010;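 active = B-score over 3 SD under the library average, no early fluorescence shift, positive overall ratio signal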
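Assay system: HEK293 cells with stable TRPC4beta plus mu-opioid receptor expression. Dosing: single dose. Measured by: Fluo4 Ca2+ flux fluorescence. Also added: DAMGO in two steps, submaximal then maximal. Read-out: B score from integrated Fluo4 fluorescence ratio.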
TRPC6 inhibitor: mouse TRPC6 channel inhibitors, primary screen, cell-based, HEK293, membrane potential dye. ACh-evoked depolarization; stronger effect = lower value. Short transient receptor potential channel 6 (Mus musculus), Q61143. 1.1% of 310,000 active. B-score at 10 µM;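 active = B-score under library mean minus 3 SD, initial fluorescence not abnormally high, positive integrated signal ratio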;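 also: B-score derived from integrated fluorescence ratio over the kinetic read; more negative B-score means stronger inhibition of depolarization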
* hit, by the source's call; i = inactive; / = no result given.

Molecule | MrgX1 antagonist | TRPC6 act | TRPC4 act | TRPC4 block | MrgX1 ag | MrgX1 allo act | TRPC6 inhibitor | PolyA inh | AI-2 QS mod | TRPC4 PAM | HIF activator
Cc1cccc(N/C=C(\[N+](=O)[O-])S(=O)(=O)c2ccccc2)c1 | i | i | i | i | i | i | i | i | 31.7 | i | -0.5
O=C(NC1CCCC1)c1ccc(Cl)s1 | i | i | i | i | i | i | i | i | 37.5 | i | 0.3
Cc1ccccc1S(=O)(=O)Nc1nc2ccccc2nc1Cl | i | i | i | i | i | i | i | i | 50.5 | i | -0.3
CCOC(=O)C1=C(C)N=c2s/c(=C\c3cccn3C)c(=O)n2C1c1cccc(OC)c1OC (stereo unspecified) | i | i | i | i | i | i | i | i | 23.7 | i | 0.1
COc1ccc(NC(=O)C(CC(C)C)NC(=O)C2CCC(C)CC2)cc1 (stereo unspecified) | i | i | i | i | i | i | i | i | -3.5 | i | -0.3
COC(=O)COc1ccc(S(=O)(=O)Nc2ccccc2SC)cc1 | i | i | i | i | i | i | i | i | -1.9 | i | -0.1
CSc1nc2cc(C)nn2c(-c2ccccc2)c1C#N | i | i | i | i | i | i | i | i | 15.7 | i | -0.9
CCN1C(=O)/C(=C\c2nc3ccccc3c(=O)n2CC)c2ccccc21 | i | i | i | i | i | i | i | i | 6.4 | i | -0.6
COc1ccc(CN2CCN(Cc3c[nH]c4ccccc34)CC2)cc1 | i | i | i | i | i | i | i | i | 25.0 | i | 1.9
CC(C)CCCN1C(Nc2ccccc2)=NC[C@@H]1C | i | i | i | i | i | i | i | i | 13.2 | i | 0.2
COCCNC(=O)CCCn1c(=O)c2ccccc2n(Cc2ccccc2C#N)c1=O | i | i | i | i | i | i | i | i | 21.4 | i | -0.5
Cn1c(CSc2nc3ccccc3s2)nnc1SCC(=O)NCCCN1CCOCC1 | i | i | i | i | i | i | i | / | 13.5 | i | -2.0
CN(C)CCCNc1cn[nH]c(=O)c1Cl | i | i | i | i | i | i | i | i | 34.5 | i | -0.2
CSc1sccc1/C=N/NC(=O)c1ccncc1 | i | i | i | i | i | i | i | i | 2.2 | i | 0.3
COC(=O)c1cccc(NC(=O)Cc2ccc(OC)cc2)c1C | i | i | i | i | i | i | i | i | 39.0 | i | -0.2
Cc1ccc(-c2csc(N3CCN(c4cc5c(cc4Cl)nc(-c4ccncc4)n5CCN4CCCCC4)CC3)n2)cc1 | i | i | i | i | i | i | i | i | 19.9 | i | 0.2
Cc1ccc(NC(=O)CN(C)C(=O)c2cc(S(=O)(=O)N(C)C)ccc2N2CCCC2)cc1 | i | i | i | i | i | i | i | i | 22.5 | i | -0.6
C=CCNc1nnc(SCC(=O)N2CCC(C(N)=O)CC2)s1 | i | i | i | i | i | i | i | i | -3.7 | i | -0.3
Cc1ccnc(NC(=O)CCN2C(=O)c3ccccc3S2(=O)=O)n1 | / | i | i | i | / | / | i | i | 41.3 | i | 2.4
Cc1c(C(=O)NCc2cccnc2)sc2nc(-c3ccc(F)cc3)cn12 | i | i | i | i | i | i | i | i | 8.3 | i | 2.8
CCCCCOc1ccc(C(=O)C(c2ccccc2)N2CCOCC2)cc1 (stereo unspecified) | i | i | i | i | i | i | i | i | 17.8 | i | 0.4
Cc1cccc2cc(C#N)c(SCC#N)nc12 | i | i | i | i | i | i | i | i | 13.5 | i | -1.0
O=c1c2c3c(sc2ncn1/N=C/c1ccncc1)CCCC3 | i | i | i | i | i | i | i | i | 13.4 | i | -0.2
COc1ccc(C(=O)COC(=O)CNC(=O)c2cccs2)cc1Br | i | i | i | i | i | i | i | i | 29.3 | i | 0.7
CN1CCN(c2ccc(Cl)cc2NC(=O)/C=C/c2cccc(F)c2)CC1 | i | i | i | i | i | i | i | i | 6.5 | 31* | -1.1
CC(C)C(=O)Nc1cccc(C(=O)Nc2cc([N+](=O)[O-])ccc2Cl)c1 | i | i | i | i | i | i | i | i | 24.4 | i | -0.1
COc1ccc(-c2csc3nc(-c4cccnc4)nc(N4CCC(C(N)=O)CC4)c23)cc1OC | i | i | i | i | i | i | i | i | 14.6 | i | 0.1
CCCOc1ccc(C(=O)Nc2ccc(S(=O)(=O)Nc3cc(C)nc(C)n3)cc2)cc1 | i | i | i | i | i | i | i | i | 6.0 | i | -0.4
CCc1ccc(N(C(=O)c2csnn2)C(C(=O)NC(C)(C)C)c2cccnc2)cc1 (stereo unspecified) | i | i | i | i | i | i | i | i | 19.8 | i | /
CC(C)CN(C(=O)COC(=O)c1cnc(Cl)c(Cl)c1)c1c(N)n(Cc2ccccc2)c(=O)[nH]c1=O | i | i | i | i | i | i | i | i | 0.3 | i | 0.1
COc1ccc(CCc2nc(-c3cccs3)no2)cc1 | i | i | i | i | i | i | i | i | -68.2 | i | 5.8
CN(C(=S)NC(=O)c1ccccc1)C1CCCCC1 | i | i | i | i | i | i | i | i | 0.1 | i | 0.5
OC1CCCN(c2c3c(nc4cc(-c5cccc(F)c5)nn24)CCCC3)C1 (stereo unspecified) | i | i | i | i | i | i | i | i | 24.5 | i | 1.1
COCCC(=O)N1CCC(Oc2ccc(C(=O)N3CCCCC3CCO)cc2)CC1 (stereo unspecified) | i | i | i | i | i | i | i | i | 17.1 | i | 0.0
CCC(=O)Nc1ccc(/C(C)=N/NC(=O)c2c(-c3ccccc3Cl)noc2C)cc1 | i | i | i | i | i | i | i | i | 9.0 | i | 0.4
O=C(Nc1ccccc1)c1oc2ccccc2c1NC(=O)C1CC1 | i | i | i | i | i | i | i | i | 4.1 | i | -0.1
CCN(Cc1ccccc1)S(=O)(=O)c1nc2nc(C)c(C)c(C)n2n1 | i | i | i | i | i | i | i | i | 8.3 | i | 0.3
CCOC(=O)CCc1c(C)c2ccc(OCC(=O)N(CC)CC)c(C)c2oc1=O | i | i | i | i | i | i | i | i | 19.4 | i | -0.3
COCCN(Cc1ccco1)C(=O)C1CCCN(c2ncnc3c2nc2n3CCCCC2)C1 (stereo unspecified) | i | i | i | i | i | i | i | i | -7.7 | i | -0.1
O=C(Nc1ccc(F)cc1F)Nc1ccccc1C(=O)NCCN1CCNC1=O | i | i | i | i | i | i | i | i | 35.6 | i | 0.2
CC(C)(C)c1nnc(NC(=O)c2ccc3c(c2)OCO3)s1 | i | i | i | i | i | i | i | i | 5.8 | i | 2.1
CC(C)CNC(=O)NC(=O)COC(=O)COc1ccc(Cl)cc1Cl | i | i | i | i | i | i | i | i | 17.7 | i | -0.3
COCCNC(=O)CN(c1cc(Cl)ccc1OC)S(C)(=O)=O | i | i | i | i | i | i | i | i | -0.7 | i | 0.0
CCOC(=O)CSc1nc2c(cnn2-c2ccc(C)cc2)c(=O)[nH]1 | i | i | i | i | i | i | i | i | 17.9 | i | 0.2
CCc1cccc(NC(=O)C2CCN(S(=O)(=O)c3ccc4[nH]c(=O)ccc4c3)CC2)c1 | i | i | i | i | i | i | i | i | 5.2 | i | 0.1
COC(=O)c1ccc(NC(=O)c2ccccc2CC[N+](=O)[O-])cc1 | i | i | i | i | i | i | i | i | 19.8 | i | -0.4
O=C(Nc1nnc(SCC(=O)N2CCCCC2)s1)c1ccccc1F | i | i | i | i | i | i | i | i | 31.5 | i | 0.1
Cc1ccc2c(c1)cc(CN(Cc1ccco1)C(=O)COc1ccccc1)c1nnnn12 | i | i | i | i | i | i | i | i | 36.1 | i | -0.7
CCCCn1c(N)c(N(CCOC)C(=O)CCc2ccc(OC)cc2)c(=O)[nH]c1=O | i | i | i | i | i | i | i | i | 16.7 | i | 0.1
COc1cccc(Cn2c(-c3nonc3N)nc3ccccc32)c1 | i | i | i | i | i | i | i | i | 16.1 | i | 1.1
C[C@H](NC(=O)OC(C)(C)C)c1nnc(SCC(N)=O)o1 | i | i | i | i | i | i | i | i | 21.2 | i | -0.5
COCc1ccc(C(=O)N2CCc3c([nH]c4ccccc34)C2c2ccccn2)s1 (stereo unspecified) | i | i | i | i | i | i | i | i | 18.4 | i | 1.9
CC(C)N(C(=O)COC(=O)c1ccccc1C(=O)c1ccc(Cl)c([N+](=O)[O-])c1)C(C)C | i | i | i | i | i | i | i | i | 25.4 | i | -7.5
COc1cc2c(cc1/C=C1/NC(=O)N(CC(=O)Nc3ccccc3)C1=O)OCO2 | i | i | i | i | i | i | i | i | 7.4 | i | -0.2
N#CCC(=O)N1CCN(C=O)CC1 | -5.53* | i | i | i | i | i | i | i | 12.1 | i | -0.3
Cc1ccc(NC(=O)CN(C)S(=O)(=O)c2cnc[nH]2)cc1C | i | i | i | i | i | i | i | i | 12.4 | i | 0.3
Nc1ncc(Br)cc1S(=O)(=O)NCCC(=O)NCCc1ccc(Cl)cc1 | i | i | i | i | i | i | i | i | 17.4 | i | 0.7
N#Cc1cnn2c(-c3cccc(C(F)(F)F)c3)ccnc12 | i | i | i | i | i | i | i | i | 28.4 | i | 0.2

A portion of the library. The share of hits here may be higher or lower than overall.
